dFosB activator = activators of delta FosB homodimer, primary screen, biochemical, fluorescence polarization, TAMRA-CDK5 oligo, single point; purified delta FosB; percent of positive-control signal above neutral wells; activation, % at 25 µM; 340,000 compounds, 0.99% hits;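 active means mean activation above about 17%, with every replicate also reaching it, limit read from the data, passing the limit was not always enough; inconclusive means only one of the two conditions met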;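 further: fluorescence polarization rise as delta FosB binds a TAMRA Cdk5 AP-1 oligo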
Target sequence (P13346 whole entry, looked up): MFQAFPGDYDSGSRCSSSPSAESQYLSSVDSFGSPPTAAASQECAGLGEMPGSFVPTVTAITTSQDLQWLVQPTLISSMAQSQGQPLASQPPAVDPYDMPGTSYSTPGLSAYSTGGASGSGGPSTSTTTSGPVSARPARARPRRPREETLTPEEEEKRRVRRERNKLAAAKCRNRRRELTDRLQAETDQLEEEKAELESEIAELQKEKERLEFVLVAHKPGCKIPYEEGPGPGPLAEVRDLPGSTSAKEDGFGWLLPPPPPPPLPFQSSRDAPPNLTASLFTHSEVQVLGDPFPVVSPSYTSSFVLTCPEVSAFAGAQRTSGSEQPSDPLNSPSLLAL
PvdQ acylase = P. aeruginosa PvdQ acylase inhibitors, primary screen, biochemical, fluorescence, plate reader and imaging, single point. PvdQ acylase [Pseudomonas aeruginosa LESB58]. AID 488965, 2010. purified PvdQ acylase. 340,000 compounds, 0.063% hits. inhibition, % at 10 µM; in the data active means inhibition above about 30%, passing the limit was not always enough; inconclusive means no clear call, values can overlap the other calls;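 further: 0% = vehicle neutral wells and 100% = reference inhibitor wells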
Wnt act = Wnt/beta-catenin pathway activators, primary screen, cell-based, plate reader, single point; Wnt/beta-catenin reporter cell assay, activator; activation, % at 9.35 µM; 300,000 compounds, 1.2% hits; in the data active means activation above about 30%, passing the limit was not always enough; inconclusive means no clear call, values can overlap the other calls;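 further: 0% = neutral control wells and 100% = positive control wells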
NSD2 inh = NSD2 histone methyltransferase inhibitors, primary screen, biochemical, AlphaScreen, single concentration, set 2; Histone-lysine N-methyltransferase NSD2 (Homo sapiens), O96028; NSD2 peptide methylation, 120 min; inhibition, % at 12.5 µM; 310,000 compounds, 0.54% hits; in the data active means inhibition above about 50%
MITF act = activators of MITF-driven TRPM1 promoter reporter, primary screen, cell-based, SK-MEL-5, luciferase, single point; SK-MEL-5 TRPM1-promoter luciferase, 24 h; % of positive control, neutral wells = 0; activation, % at 12.5 µM; 300,000 compounds, 0.75% hits; AID 588334, 2011;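 active means mean activation of at least 80% with every replicate also reaching 80%; inconclusive means mean reaches 80% but some replicate falls short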;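 further: 0% = neutral control wells and 100% = parthenolide positive control wells; values of inactives mirror those of a sister screen read the other way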
SR-BI HDL uptake = inhibitors of SR-BI mediated HDL lipid uptake, primary screen, ldlA[mSR-BI] cells, fluorescence, single point; Scavenger receptor class B member 1 (Mus musculus), Q61009; ldlA[mSR-BI] CHO cells, DiI-HDL uptake fluorescence, 3 h; inhibition, % at 12.5 µM; 320,000 compounds, 0.96% hits;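 active means mean replicate inhibition of at least 70% and a set share of replicates each scoring 70 or more; inconclusive means meets just one of the two criteria; inactive means fails both criteria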;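 further: 0% = median of neutral control wells and 100% = median of positive control wells; values of inactives mirror those of a sister screen read the other way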
Target sequence (Q61009 whole entry, looked up): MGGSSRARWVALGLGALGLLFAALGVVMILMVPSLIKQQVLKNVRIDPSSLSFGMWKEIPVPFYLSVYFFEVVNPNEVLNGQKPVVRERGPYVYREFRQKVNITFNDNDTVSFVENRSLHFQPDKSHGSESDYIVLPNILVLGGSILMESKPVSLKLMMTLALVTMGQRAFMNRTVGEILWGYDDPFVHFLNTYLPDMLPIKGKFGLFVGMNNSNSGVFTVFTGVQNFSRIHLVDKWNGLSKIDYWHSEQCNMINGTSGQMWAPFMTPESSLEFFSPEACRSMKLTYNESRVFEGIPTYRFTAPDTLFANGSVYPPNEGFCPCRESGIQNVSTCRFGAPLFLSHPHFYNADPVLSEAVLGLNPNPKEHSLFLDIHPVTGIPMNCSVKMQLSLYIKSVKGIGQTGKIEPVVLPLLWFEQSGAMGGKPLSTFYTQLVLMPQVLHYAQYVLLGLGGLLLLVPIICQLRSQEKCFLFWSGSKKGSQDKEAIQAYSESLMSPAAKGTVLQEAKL
HTR5A ag = HTR5A agonists in luminescence cell assay, primary screen, counter-screen for OPRM1-OPRD1 heterodimer agonist project, full-deck HTS | 5-hydroxytryptamine receptor 5A (Homo sapiens), P47898 | cell-based | activation, % at 9.3 µM | 340,000 compounds, 0.61% hits; in the data active means activation mostly above about 9.5%, no sharp cut-off; inactive means mostly below about 7.6%;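 further: 0% = cells with vehicle only and 100% = reference agonist; strong numbers were not always called active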
HTR5A inv ag = HTR5A inverse agonists in luminescence cell assay, primary screen, counter-screen for OPRM1-OPRD1 heterodimer inverse agonist project, full-deck HTS; 5-hydroxytryptamine receptor 5A (Homo sapiens), P47898; HTR5A cell line, inverse agonism; inhibition, % at 9.3 µM; 340,000 compounds, 0.083% hits; AID 504634, 2011; in the data active means inhibition mostly above about 23%, no sharp cut-off; inactive means mostly below about 18%;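 further: 0% = cells with DMSO and 100% = no-cell wells with DMSO; some compounds called inactive have numbers as strong as hits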
CDK5 inh = inhibitors of human CDK5/p35 kinase, primary screen, biochemical, single concentration | Cyclin-dependent kinase 5 (Homo sapiens) + Cyclin-dependent kinase 5 activator 1 (Homo … | Recombinant CDK5/p35, ADP-Glo luminescence, 60 min | inhibition, % at 10 µM | 330,000 compounds, 0.01% hits | AID 488839, 2010;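 active means highest replicate inhibition of at least 50% and at least 75% of replicates reaching 50%; inconclusive means only one of the two criteria met; inactive means both criteria failed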;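 further: plate controls were DMSO neutral control for no effect and GW8510 at 10 µM for full effect; many of its hits are not listed in these tables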
V-ATPase pH = regulators of yeast V-ATPase proton pumping, primary screen, pHLuorin cytosolic pH fluorescence; 350,000 compounds, 0.37% hits; S. cerevisiae; response, % at 10 µM; in the data active means response mostly above about 7.3%, no sharp cut-off; inactive means mostly below about 5.4%; further: actives read high; inactives centre near 0; some compounds called inactive have numbers as strong as hits; reference of the scale not given here
Starred values were filed as active, the others as inactive; ? = inconclusive; . = no result given.

Order of values: dFosB activator	PvdQ acylase	Wnt act	NSD2 inh	MITF act	SR-BI HDL uptake	HTR5A ag	HTR5A inv ag	CDK5 inh	V-ATPase pH
O=C(Nc1cc(S(=O)(=O)N2CCCCC2)ccc1Cl)C1COc2ccccc2O1 (centres undefined)
  -13	-12	2	3	-13	26	-4	11	-0.6	0
CN1CCN(c2nc(-c3ccc(Cl)cc3)nc3ccccc23)CC1
  -15	-21	0	11	.	3	1	-5	2.0	1
Cc1ccc(C(=O)NCC(=O)OCn2nnc3ccccc3c2=O)cc1
  3	-11	2	1	8	-4	-2	5	0.2	-2
COc1ccc(CCNC(=O)C(=O)NCC2CCNCC2)cc1OC
  -6	-13	-2	-2	-4	14	-2	-6	0.1	3
COc1ccc(NC(=S)N(CCN(C)C)C(C)c2ccncc2)cc1Cl (centres undefined)
  -1	-9	-4	.	4	.	-1	-35	-2.5	1
COc1ccc(/C=C/C(=O)OCC(=O)NCc2cccs2)cc1OC
  6	2	-2	4	4	21	2	-11	-0.9	-3
Cc1ccnc(NS(=O)(=O)Cc2ccccc2)c1
  -2	2	-3	-5	.	18	-1	-18	-0.8	-2
O=[N+]([O-])c1ccc2c(c1)C(=NO)c1cc(Cl)c(Cl)cc1-2
  ?	-32	-4	1	-6	25	1	-3	0.3	0
CCN1C(=O)[C@H]2[C@@H](c3ccc(-c4ccccc4)cc3)N[C@@](Cc3ccccc3)(C(=O)OC)[C@H]2C1=O
  -5	-25	0	.	-7	-17	3	-2	-4.1	7
CCOc1cccc(C(=O)NC(c2ccccc2)C(C)C)c1 (centres undefined)
  -10	4	-2	-6	5	21	-1	-32	2.1	-2
Cc1ccc(CN(C)C(=O)c2ccc(NS(=O)(=O)c3ccc4[nH]c(=O)[nH]c4c3)cc2)cc1
  -6	-8	0	1	-7	12	-3	7	0.4	1
O=C(NCCc1ccccc1Cl)C1CCC(=O)N(CC2CCCCC2)C1 (centres undefined)
  -1	-6	1	-3	-8	33	1	16	.	-1
CC(=O)Nc1cccc(NS(=O)(=O)c2ccccc2[N+](=O)[O-])c1
  2	-1	-1	1	-2	13	0	0	-0.9	0
Clc1ncc2[nH]cnc2n1
  1	-15	3	0	-5	-4	-4	10	-1.2	0
CN1CC(=O)N(CC(=O)Nc2ccc(SC(F)F)cc2)C1=O
  -9	-13	0	-5	-10	-17	1	-4	-3.4	4
CCOc1ccccc1N(C)S(=O)(=O)c1ccc2c(c1)CCN2C(=O)CCC(=O)O
  -12	-8	1	4	-12	-8	1	-3	-0.7	2
COC(=O)c1ccc(CN2CCCC(C(=O)Nc3cccc(-n4cccn4)c3)C2)cc1 (centres undefined)
  -12	-24	1	5	-17	27	7	-2	-0.7	-1
Cc1cc2c3c(c1C)C1(C(=O)N3C(C)(C)CC2C)C(C#N)=C(N)OC2=C1C(=O)CC(C)(C)C2 (centres undefined)
  -10	2	.	4	5	-41	0	8	0.2	5
CC(=O)Nc1ccc(S(=O)(=O)NC2CCCCCC2)cc1
  -2	-5	0	2	-10	-5	-2	-15	-0.6	3
O=C(CSc1nnc(SCc2ccc(Cl)cc2)s1)N/N=C/c1ccccc1Cl
  0	-8	.	1	38	21	-2	3	-1.1	0
O=C(CN1C(=O)CCOc2ccccc21)Nc1ccc(Cl)c(S(=O)(=O)N2CCOCC2)c1
  -9	-12	-3	-1	-4	-11	-8	20	0.1	5
COc1ccc([C@H]2C(C(=O)O)=C[C@@H](C(C)(C)C)N2S(=O)(=O)c2ccc(C)cc2)cc1OC
  -2	10	-2	.	-4	-4	3	-11	2.3	1
COc1ccc2[nH]cc(CCN3C(=O)CCC3=O)c2c1
  -2	-7	.	0	5	-13	-2	9	0.3	0
CCC1CCCCN1S(=O)(=O)c1ccc(-n2cnnn2)c(C)c1 (centres undefined)
  2	4	1	-5	.	.	2	-6	0.3	-4
CCCCCn1c(=O)[nH]c2cc(C(=O)NCCN3C(C)CCCC3C)ccc2c1=O (centres undefined)
  -7	-16	-2	1	25	.	3	-7	-3.7	5
COc1ccc(Cc2nnc(NC(C)=O)s2)cc1
  -2	-22	-1	-4	3	-13	3	-9	-0.4	1
CCN1C=C(C(=O)OC)C(c2cccc(OC)c2OC)C(C(=O)OC)=C1
  -5	-7	-3	-2	9	3	-1	3	0.0	-3
CCCN(CC1CC1)C(=S)Nc1ccccc1F
  10	-13	-2	-2	-12	-20	1	-4	1.2	-3
CCN(CC)c1ccc(NC(=O)Nc2ccccc2C(F)(F)F)cc1
  1	-17	2	0	44	9	-2	9	0.3	7
COc1ccccc1C(=O)N1CCN(S(=O)(=O)Cc2ccccc2)CC1
  -9	-16	-10	1	.	1	1	-26	1.5	1
COc1ccc(NC(=S)NC2CC3CCCC(C2)N3C2CC2)cc1 (centres undefined)
  -8	1	-1	16	17	-13	-2	6	-0.3	-1
CC1CC(C)CN(C(=O)c2cn(C)c3ccc(S(=O)(=O)N(C)C)cc3c2=O)C1 (centres undefined)
  -6	-8	2	.	-2	0	0	-1	0.7	-1
COc1ccc(S(=O)(=O)N2CCCCC2)cc1C(=O)N1CCCC1
  -3	-10	-1	-5	-3	-35	2	-6	-2.7	0
Cc1cccc(C(CC(=O)O)n2cccc2)c1 (centres undefined)
  -4	-12	-2	5	7	-6	-1	-16	0.2	-1
CC(=O)c1cccc(NC(=O)CSc2nnc(C(C)N(C)C)n2-c2ccc(F)cc2)c1 (centres undefined)
  -6	-13	-1	-6	-10	.	2	-5	-3.3	7
COc1ccccc1C1NC(=O)c2ccccc2O1 (centres undefined)
  -9	-15	0	6	.	-18	-4	15	2.8	3
CCOc1ncccc1C(=O)NC(C)CCc1ccccc1 (centres undefined)
  0	-12	-2	.	.	-3	0	-1	-0.4	1
CCOC(=O)c1cc2ccc(OC)c(OC)c2c(=O)s1
  -3	-1	.	-3	17	4	-5	13	-2.3	4
CCOC(=O)c1cccc(NC(=O)C2CCCN2S(=O)(=O)c2cccc3cccnc23)c1 (centres undefined)
  -7	-9	-4	.	-13	11	2	-5	-4.4	-4
COc1ccc(NC(C)=O)cc1NC(C)c1nc2sc(C)c(C)c2c(=O)[nH]1 (centres undefined)
  -4	-5	-1	3	-7	24	-3	7	-0.8	-1
Nc1nonc1-c1noc(-c2ccccc2Br)n1
  -14	-16	.	-1	.	-4	-4	-1	-0.9	3
Cc1cccc(-n2c(=O)c3ccccc3n3c(=S)[nH]nc23)c1C
  -4	1	30	1	4	-20	1	-4	0.0	-4
COc1cc(CCCN2C(=O)C(=O)NC[C@@H]2C(C)O)cc(OC)c1OC (some centres undefined)
  -5	-20	-8	.	3	-18	0	10	1.1	-3
N/C(CSc1nc(-c2ccccc2)c(-c2ccccc2)o1)=N\O
  -5	-17	.	12	-5	11	-3	-35	2.0	3
O=C(CN1C(=O)NC2(CCCC2)C1=O)N1CCN(c2ccccc2O)CC1
  1	4	-1	3	4	-36	2	11	-1.8	1
O=C1NCCCC2c3c(cc(Br)c(O)c3Br)OC12N1CCCCC1 (centres undefined)
  -7	-7	.	.	0	-1	0	28	0.3	-2
Cc1ccccc1-c1nc(CS(=O)(=O)CC(=O)NCCCN2C(C)CCCC2C)c(C)o1 (centres undefined)
  -5	1	8	.	.	-3	2	8	-2.4	0
O=C(NC1=NCCS1)c1cc(-c2cccnc2)nc2ccccc12
  -21	0	-1	0	-2	-11	3	22	0.1	-3
Cc1cc(C)c(C#N)c(N2CCN(c3ccc(F)cc3)CC2)n1
  -1	-7	-3	0	6	27	7	-3	0.2	-5
CC(C)CN1C(=O)/C(=C(/C#N)C(=O)NC2CCCCC2)c2ccccc21
  -14	-11	-4	-2	-17	19	-2	-3	0.7	-1
CC(C(=O)NCCS(=O)(=O)c1ccc(Cl)cc1)S(=O)(=O)c1ccccc1 (centres undefined)
  1	-1	0	.	4	-12	-6	16	0.2	-1
CCOCCn1c(CN2CCN(C(c3ccccc3)c3ccccc3)CC2)nc2c1c(=O)n(C)c(=O)n2C
  -9	-7	1	5	-8	-10	-2	8	1.1	2
COc1cc(C(=O)N2CCCc3ccccc32)c([N+](=O)[O-])cc1OC
  -2	0	-1	2	-16	-2	4	-16	0.5	0
COc1ccc2cc(C(c3nnnn3CC3CCCO3)N3CCOCC3)c(=O)[nH]c2c1 (centres undefined)
  6	7	5	-1	.	-31	-6	-19	0.3	4
CC12CCC(C(=O)N(Cc3ccccc3)Cc3ccccc3)(OC1=O)C2(C)C (centres undefined)
  1	17	-1	-3	-2	-2	2	-18	2.8	1
CCCCc1ccc(N=N/C(C(=O)Nc2ccccc2OC)=C(/C)O)cc1
  -4	19	-2	-2	11	17	3	-10	-0.9	2

Bioassay records as filed in PubChem BioAssay.
